# hERG WT inh – qHTS for Inhibitors of KCHN2 3.1: Wildtype qHTS; activity change, % at 1.84 µM; U2OS, BacMam KCNH2, thallium flux FluxOr; hits give low values; Voltage-gated inwardly rectifying potassium channel KCNH2 (Homo sapiens), Q12809; actives 0.37% (n = 340,000); AID 720551, 2013;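 active = maximum activity change below -70%; inconclusive = maximum activity change between -70% and -50%; inactive = maximum activity change above -50%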; also: % is scaled to controls: 0 for no effect and ±100 for the full control effect
#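 U2OS cells were transduced with wild-type KCNH2 virus (2.03 x 10^8 / mL) for 4 h at room temperature, then cultured overnight at 37 C. Thallium flux was read with FluxOr dye. Rate constants were normalized to DMSO controls.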
# Giardia kill – Small Molecules that selectively kill Giardia lamblia: qHTS | Giardia lamblia trophozoite viability | activity change, % at 7.66 µM, hits read low | actives 0.15% (n = 340,000); in the data active = activity change below about -80%; inconclusive = between about -30% and that limit;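 also: parasites exposed to compound for two days anaerobically before the ATP read; % is scaled to controls: 0 for no effect and ±100 for the full control effect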
#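 Each well holds 100 Giardia trophozoites and compound. After two days (48 hrs) at 37 deg C in anaerobic conditions, ATP is quantified by luminescence.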
# GALK inh – qHTS Assay for Inhibitors of Human Galactokinase (GALK); actives 0.007% (n = 270,000); Purified GALK, Kinase-Glo residual ATP luminescence; P51570; Potency, µM (doses to about 57.5 µM), for the others: at the highest dose activity change, negative = inhibition, actives largely listed as inhibitors; also: potency is read from the fitted curve at half-maximal effect; % is scaled to controls: 0 for no effect and ±100 for the full control effect
#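 Human GALK (5 nM) with 35 uM ATP and 100 uM galactose in 20 mM HEPES pH 8.0, 5 mM MgCl2, 60 mM NaCl, 1 mM DTT, 0.01% BSA. After 1 h at room temperature, leftover ATP was read by Kinase-Glo Plus luminescence.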
# TSHR antag – Antagonists of the Thyroid Stimulating Hormone Receptor: HTS campaign. TSHR-expressing cells, TSH-stimulated cAMP HTRF, 2 h; hits give low values. actives 0.2% (n = 330,000). activity change, negative = inhibition, % at 11.5 µM. AID 504810, 2011. Thyrotropin receptor (Homo sapiens), P16473;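 active = activity change below a set negative limit, meaning inhibition stronger than a set level, cut at about -70% in these data; inconclusive = activity change between two set negative limits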; also: % is scaled to controls: 0 for no effect and ±100 for the full control effect
# Target sequence (P16473 whole entry, looked up): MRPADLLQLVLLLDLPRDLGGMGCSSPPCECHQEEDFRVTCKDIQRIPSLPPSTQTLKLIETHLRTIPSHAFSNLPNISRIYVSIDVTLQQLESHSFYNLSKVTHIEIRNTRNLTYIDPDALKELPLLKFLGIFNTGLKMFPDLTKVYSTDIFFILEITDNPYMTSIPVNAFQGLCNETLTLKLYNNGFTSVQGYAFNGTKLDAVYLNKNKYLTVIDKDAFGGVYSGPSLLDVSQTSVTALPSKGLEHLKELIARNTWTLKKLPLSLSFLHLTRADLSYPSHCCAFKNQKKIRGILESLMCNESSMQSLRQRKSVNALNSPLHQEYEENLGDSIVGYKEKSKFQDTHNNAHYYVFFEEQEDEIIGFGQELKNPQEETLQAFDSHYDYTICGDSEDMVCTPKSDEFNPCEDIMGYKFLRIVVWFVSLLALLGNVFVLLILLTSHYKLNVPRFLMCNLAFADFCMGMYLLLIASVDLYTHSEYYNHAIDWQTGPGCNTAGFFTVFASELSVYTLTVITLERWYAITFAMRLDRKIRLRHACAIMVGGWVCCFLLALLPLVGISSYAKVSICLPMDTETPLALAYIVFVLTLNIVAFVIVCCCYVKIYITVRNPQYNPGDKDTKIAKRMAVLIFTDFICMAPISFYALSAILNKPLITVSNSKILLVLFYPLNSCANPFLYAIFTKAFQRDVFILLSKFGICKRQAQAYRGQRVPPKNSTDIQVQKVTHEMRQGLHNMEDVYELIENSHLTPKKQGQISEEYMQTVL
#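 Read-out is FRET at 665 nm (cryptate excitation 337 nm) from a cryptate-tagged anti-cAMP antibody, competed by cell cAMP against cAMP-d2. Compounds are tested on freshly harvested TSHR cells challenged with 4nM TSH (EC80) for 2 hours at 37 deg C.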
# FBPA coupling cs – qHTS Assay for Inhibitors of Fructose-1,6-bisphosphate Aldolase from Giardia Lamblia: Coupling assay counterscreen | coupling enzyme system counterscreen, AmpLite Red fluorescence | activity change, negative = inhibition, % at 58.2 µM, hits read low | actives 0.67% (n = 290,000); in the data active = activity change below about -30%; also: % is scaled to controls: 0 for no effect and ±100 for the full control effect
#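 Fluorescence at 525 nm excitation and 598 nm emission measured inhibition of the coupled detection system without aldolase. Compounds (at 57.5 uM final) were preincubated 10 min at room temperature with coupling enzyme reagent before a 20 min substrate/AmpLite Red step.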
# Tb PFK inh – qHTS Assay to Find Inhibitors of T. brucei phosphofructokinase; ATP-dependent 6-phosphofructokinase (Trypanosoma brucei brucei), O15648; T. brucei PFK, ADP-Glo luminescence; Potency, µM (series often up to 57.5 µM), for the others: top-dose activity, negative = inhibition, hits mostly inhibitors; actives 0.17% (n = 330,000);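 also: potency is read from the fitted curve at half-maximal effect; 0% = uninhibited 1x PFK enzyme wells and -100% = no-enzyme wells; nearly all actives have a fitted effect of over 60% in size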
#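 PFK 1.25 nM, F6P 0.5 mM, ATP 0.1 mM, 0.1 M TEA pH 8.0, 5 mM MgCl2, 0.01% Tween20, 0.1% BSA; 45 min RT. ADP-Glo readout. qHTS titration up to 57 uM; curves fitted, compounds curve-classed.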
# TCR activator – Activators of T cell receptors: qHTS campaign | primary human leukocytes, anti-CD3, IL-2 HTRF, 48 h | Potency, µM (doses to about 9.22 µM), without a hit: at the highest dose activation of IL-2 secretion, actives largely listed as activators | 330,000 tested, under 10 active | AID 504894, 2011; also: % of control where 0% means no effect
#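 Using a-CD3 beads without co-stimulation, primary human leukocytes were exposed to compounds for 48 hr. An HTRF IL-2 kit measured the cytokine, with europium-to-d2 energy transfer producing emission at 665nm upon 320nm excitation.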
# A-T KAP1 phos – qHTS Assay for Identifying a Potential Treatment of Ataxia-Telangiectasia | AID 485349, 2010 | actives 0.19% (n = 320,000) | […] A-T fibroblasts, KAP-1 phosphorylation AlphaLISA; neocarzinostatin DNA damage 30 min before lysis | Potency, µM (titrated, usually from 57.5 µM), for the others: at the top dose activation, actives largely listed as activators; also: potency is read from the fitted curve at half-maximal effect; % of control where 0% means no effect; nearly all actives have a fitted effect of over 45% in size
#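 hTERT-immortalized A-T patient fibroblasts ([…]), 500 cells/well in OPTI-MEM, 1% FBS, got compounds for 60 min, then NCS for 30 min at 37C. Lysates were then assayed for phospho-KAP-1 by AlphaLISA (anti-pKAP1 donor, anti-KAP1 acceptor beads), 6 hr at 25C.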
# Chronic BCR inh – qHTS Assay to Find Inhibitors of Chronic Active B-Cell Receptor Signaling; ABC-DLBCL IkBa-CBG/CBR reporter, luminescence ratio, 4 h; actives 0.05% (n = 340,000); Potency, µM (series often up to 46.1 µM), without a hit: top-dose ratio change, negative = lower green/red ratio, actives largely listed as inhibitors; AID 493014, 2011; active = well fitted inhibition curve with a large enough effect in the signal ratio, with a control signal flat, not every such curve was filed as active; inconclusive = small, poorly fitted or top-dose-only effect, or effect the other way, or a change in a side signal; the % refers to the signal ratio;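 also: potency is read from the fitted curve at half-maximal effect; plate controls were basal doxycycline-induced cells for no effect and cells given 10 µM MG132 for full effect; MG132 reads +100%, hits lower the ratio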
#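 TMD8 human ABC-DLBCL cells with doxycycline-inducible IκBα–green luciferase fusion and unfused red luciferase, in 0.5% FBS medium; compounds up to 46 uM, 4 h at 37C. Green/red luminescence ratio, filter-overlap corrected, fitted to concentration-response curves.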
# CXXC DNA block – qHTS Fluorescence Polarization Assay for Inhibitors of MLL CXXC domain - DNA interaction | MLL-CXXC / FITC-HOXA9 DNA fluorescence polarization | Potency, µM (doses to about 115 µM), inactives show at the top dose activity change, negative = inhibition, most hits filed as inhibitors | actives 0.037% (n = 290,000) | AID 2662, 2010; active = well fitted inhibition curve with a large enough effect in the polarisation, with a control signal flat, not every such curve was filed as active; inconclusive = small, poorly fitted or top-dose-only effect, or effect the other way, or a change in a side signal; inactive = no such curve, though single readings can be large or run the other way; the % refers to the polarisation; also: potency is read from the fitted curve at half-maximal effect
#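 Purified MLL-CXXC (added from a 7 uM solution) was preincubated 5 min at ambient with pinned compounds in 50 mM Tris-HCl pH 7.5, 50 mM NaCl, 1 mM DTT, 0.05% BSA. Fluorescein-labeled HOX-A9 DNA (50 nM solution) followed, 30 min, then polarization read.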
# The depositor's hits bear a star; u = inconclusive; x = no result given; [ ] = remark or other dose. Unless noted, calls follow the shape of the dose curve; as a rule, active = well fitted curve in the direction sought with a large enough effect; inconclusive = small, poorly fitted or top-dose-only effect, or another doubt; inactive = no such curve, though single readings can be large; an effect the other way counts as inactive or inconclusive.
SMILES,hERG WT inh,Giardia kill,GALK inh,TSHR antag,FBPA coupling cs,Tb PFK inh,TCR activator,A-T KAP1 phos,Chronic BCR inh,CXXC DNA block
Cc1c(NC(=O)CSc2ccccc2C(=O)Nc2cccnc2)c(=O)n(-c2ccccc2)n1C,-7,-8,-1%,2,4,2%,6%,-2%,0%,9%
O=C(NC1CCN(S(=O)(=O)c2ccccc2)CC1)c1ccc(F)cc1,-3,-7,-3%,-9,1,0%,2%,0%,3%,24%
O=C(CN1C(=O)S/C(=C\c2ccccc2F)C1=O)NC1C=CS(=O)(=O)C1 (configuration not stated),-5,u,0%,11,0,-19%,12%,0%,u,-3%
CC(C)n1nnnc1SCC(=O)N1CCN(Cc2ccc3c(c2)OCCO3)CC1,15,3,x,4,x,-2%,-4%,7%,0%,x
CCOc1ccc(-c2cc(N)n(S(=O)(=O)c3ccc(OC)cc3)n2)cc1,-1,-22,1%,-9,1,2%,-4%,1%,-22%,17%
COc1ccccc1-n1c(-c2cccnc2)n[nH]c1=S,-11,0,0%,7,-1,-17%,5%,-2%,-7%,10%
CCOc1ccc(/C=C/C(=O)c2ccccc2)cc1,-2,-19,4%,-8,3,u,11%,33%,u,u
Cc1cc(N(C)C)cc(C)[n+]1[O-],-3,4,5%,-1,4,4%,-2%,2%,1%,1%
COc1ccc(NC(=O)/C(N=Nc2cc(S(=O)(=O)Nc3ccc(OC)cc3)ccc2OC)=C(\C)O)cc1,-5,8,-1%,1,2,-7%,-19%,4%,u,-3%
Cc1cc(C)cc(C(=O)OCC(=O)NC(=O)NC2CCCC2)c1,-8,-12,x,3,x,-8%,2%,-1%,3%,x
COc1cccc2c1OCC(C(=O)Nc1nccs1)=C2,17,-9,-4%,-2,3,1%,3%,-30%,u,-33%
Cc1ccc(NS(=O)(=O)c2c(C(=O)N3CCCCCC3)c(C)n(C)c2C)cc1C,-1,7,2%,-9,x,2%,7%,6%,-2%,2%
C=CCN(Cc1nc(-c2ccc(OC)cc2)no1)C(=O)c1ccc2c(c1)OCO2,3,-1,-3%,-6,0,1%,4%,4%,12%,-1%
CCC1=NN2C(=N)/C(=C/c3cc(C)n(Cc4ccccc4)c3C)C(=O)N=C2S1,4,17,4%,-19,15,0%,2%,1%,u,2%
COc1ccc(C(C)=O)cc1CC(=O)Nc1ccc2c(c1)CCC2,8,2,13%,24,1,-3%,12%,14%,6%,11%
COc1cc(NC(=O)C2CC(c3ccc(Cl)cc3)=NO2)cc(OC)c1OC (configuration not stated),-1,17,0%,30,-2,-2%,-1%,20%,-1%,-19%
CS(=O)(=O)N(CC(=O)NCc1ccccc1Cl)Cc1ccccc1,-4,-3,-1%,-10,0,-1%,-4%[46.1 µM],x,-4%,2%
CN(C)S(=O)(=O)c1ccc2c(c1)nc(CCC(=O)Nc1ccc(N3CCOCC3)cc1)n2C,-8,-2,1%,-1,-1,-1%,2%,-2%,-1%,2%
N#CC(c1cccc(Cl)c1)c1ncc(C(F)(F)F)cc1Cl (configuration not stated),-4,6,-1%,8,0,0%,-7%,7%,5%,-1%
O=C(Nc1ccon1)c1cccc(C(F)(F)F)c1,23,-5,0%,-4,2,-5%,9%,-7%,u,8%
Cc1ncsc1C(=O)N1CCCC(CNS(=O)(=O)c2cccs2)C1 (configuration not stated),0,-3,-3%,-2,0,0%,-5%,4%,-4%,0%
COc1ccc(CCNC(=O)C23CCC(C)(C(=O)O2)C3(C)C)cc1OC (configuration not stated),-11,4,0%,-1,2,4%,9%,5%,-1%,4%
CC(=O)NC(CC(=O)N(C)C1CCCCC1)c1ccccc1 (configuration not stated),-1,-15,-2%,-1,3,0%,-5%,0%,17%,35%[activator]
Cc1ccc(NS(=O)(=O)c2ccc3c(c2)NC(=O)CCS3)c(Cl)c1,-12,-14,-5%,-11,x,0%,-4%,0%,0%,23%
COCCN(Cc1cc2cc(C)c(C)cc2nc1Cl)C(=O)N1CCOCC1,1,2,0%,-4,1,0%,1%,3%,-3%,14%
CCOC(=O)c1sc(NC(=O)CSc2n[nH]c(-c3ccccc3)n2)c(C#N)c1C,-4,5,0%,-47,8,-19%,0%,-8%,u,20%
Cc1cccc(NC(=O)c2csnn2)n1,13,1,1%,-5,2,0%,-4%,-9%,2%,0%
CCOC(=O)N1CCC(NC(=O)c2cc(COc3ccccc3SC)on2)CC1,-4,49[activator],-3%,-9,0,1%,1%,4%,u,-9%
CCCCOC(=O)Nc1nnc(C(C)C)s1,19,24,0%,-4,1,-2%,-4%,-2%,-17%,19%
O=C(COC(=O)CCC(=O)c1cccs1)NC1CCCCC1,-6,7,x,0,x,0%,-4%,3%,-1%,x
CC(C)CN(CCNC(=O)CN1C(=O)COc2ccc(S(=O)(=O)N3CCOCC3)cc21)CC(C)C,5,11,-5%,-6,x,-1%,8%,10%,3%,3%
CC(=O)c1cccc(NC(=O)c2ccc(NS(C)(=O)=O)cc2)c1,0,-1,-2%,16,6,7%,u,-2%,-15%,8%
Cc1ccc(S(=O)(=O)NCCC(=O)NC2CCCCCC2)cc1,-1,-7,x,-6,x,3%,2%,1%,-4%,x
Cc1cccc(C(=O)N[C@H](C(=O)Nc2ccc3c(c2)OCO3)C(C)C)c1,0,-19,x,-9,x,5%,-2%[46.1 µM],9%,u,x
O=C(NS(=O)(=O)N1CCOCC1)C1=C(N2CCCC2)COC1=O,7,21,x,0,x,0%,-2%,15%,-1%,x
Nc1c(-c2ccc(Cl)cc2)cnc2ncnn12,-13,-23,2%,2,-1,1%,-2%,1%,u,2%
CNC(=S)N(Cc1ccco1)Cc1cc2cc(OC)c(OC)cc2[nH]c1=O,0,6,-1%,0,1,-16%,-5%,-8%,-9%,-9%
C=CCNc1nc(Nc2ccc(OC)cc2OC)nc(OCC)n1,7,-6,0%,-15,-1,-1%,-5%,-3%,u,7%
CCc1ccc(NC(=O)NC(C)c2ccc3c(c2)OCO3)cc1 (configuration not stated),11,8,-2%,-2,x,-2%,-15%,3%,3%,14%
CCCOc1c(Br)cc(C(=O)OCC(=O)NC2CC2)cc1OC,2,3,x,-1,x,-1%,-5%,1%,0%,x
O=C(NC(=S)Nc1ccc(S(=O)(=O)N2CCCC2)cc1)c1cccs1,-10,-15,-1%,-13,2,2%,2%[46.1 µM],x,u,-13%
O=C(CCN1C(=O)c2ccccc2C1=O)OCN1C(=O)c2ccccc2C1=O,6,-9,2%,23,2,2%,2%,10%,u,2%
Brc1ccc(C2=Nc3cccc4cccc(c34)N2)o1,11,-9,3%,9,-5,0%,4%[46.1 µM],-4%,1%,5%
Cc1csc(=O)n1CC(=O)OCC(=O)Nc1cc(Cl)ccc1[N+](=O)[O-],-8,-7,1%,14,2,-1%,-1%,-3%,8%,-7%
CCOC(=O)c1sc2nc(C)nc(SC(C)C(=O)N(C)c3ccccc3)c2c1C (configuration not stated),-11,-13,x,29,x,6%,0%,5%,17%,x
CCCCc1ccc(NC(=S)Nc2ccc(Cl)c(S(=O)(=O)N(C)C)c2)cc1,0,15,-3%,-4,-1,0%,-4%[46.1 µM],6%,0%,2%
O=C(O)CSc1nnc(CNc2ccc(Cl)cc2)n1Cc1ccccc1,-9,-8,-1%,-11,11,-3%,-1%,-5%,-6%,4%
Cc1ccc(-c2n[nH]c(=O)c3ccccc23)cc1S(=O)(=O)NCCN1CCOCC1,-3,-10,6%,16,3,-10%,-2%,3%,u,-1%
Cc1ccc(OCC(=O)Nc2cc(C(=O)O)cc(C(=O)O)c2)cc1C,0,19,-3%,2,2,u,2%,-1%,-14%,-4%
Cc1cc(C)nc(N2CCC(C(=O)NCC3CCCCC3)CC2)n1,0,13,-3%,0,-1,6%,-3%,2%,-13%,10%
COc1ccc(S(=O)(=O)CCC(=O)Nc2cc(C)ccc2OC)cc1,-6,-7,0%,13,-5,-3%,7%,2%,-1%,-7%

# Rows are unselected, and some 1.6% of all compounds hit somewhere here.
